Screening results (PubChem BioAssay)
GC-B act – human GC-B receptor activators, primary screen, HEK293 GC-B cells, cGMP TR-FRET, EC30 CNP | Atrial natriuretic peptide receptor 2 (Homo sapiens), P20594 | 0% at EC30 CNP, 100% saturating CNP | activation, % at 10 µM | 370,000 tested, 0.11% active;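 active means activation at 10 µM reaching about 35% in either raw or pattern-adjusted values, limit read from the data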
ARFGAP1 inh – inhibitors of rat ARFGAP1 GAP activity, primary screen, biochemical, fluorescence polarization, GDP tracer | ADP-ribosylation factor GTPase-activating protein 1 (Rattus norvegicus), Q62848 | Arfgap1-stimulated ARF1 GTP hydrolysis, GDP FP detection | inhibition, % at 16.5 µM | 360,000 tested, 0.26% active;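 active means inhibition above a per-plate limit, mean inhibition of low control wells plus 3 SD, cut at about 25% in these data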;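 further: 0% = DMSO wells with enzyme and 100% = wells lacking Arfgap1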
Target sequence (Q62848 1-136 limits assumed): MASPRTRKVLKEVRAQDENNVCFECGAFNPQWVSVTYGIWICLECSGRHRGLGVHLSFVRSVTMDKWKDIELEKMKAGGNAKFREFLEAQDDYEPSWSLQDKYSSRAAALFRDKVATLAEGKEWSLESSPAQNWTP
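Repeats: one replicate per compound; assay system: rat Arfgap1 catalytic domain, aa 1-136; times: enzyme reaction 120 min at 25 °C after 20 min preincubation; detection: FP of antibody-bound GDP Alexa 633 tracer, ex 620/em 688 nm; benchmarks: high control wells lacking Arfgap1, low control full reaction with DMSO; reagent: human ARF1(Δ1-17)-GTP substrate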
sPLA2-III inh – human group III sPLA2 inhibitors, primary screen, biochemical, QFRET, BODIPY PC-A2 liposome substrate; 370,000 tested, 0.56% active; inhibition, % at 12.2 µM; QFRET BODIPY PC-A2 liposome hydrolysis, fluorescence;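 active means inhibition above mean plus 3 SD of compounds lying within the high and low control bounds, cut at about 19% in these data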;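 further: 0% = median of test compound wells and 100% = no enzyme DMSO wells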
ADAM10 inh – human ADAM10 inhibitors, primary screen, biochemical, QFRET, HTS | Disintegrin and metalloproteinase domain-containing protein 10 (Homo sapiens), O14672 | recombinant ADAM10, EDANS/DABCYL FRET peptide cleavage, 3 h | inhibition, % at 7 µM | 370,000 tested, 0.62% active;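 active means inhibition above a per-campaign cutoff equal to the mean of compounds falling between control-based bounds plus 3 SD, cut at about 20% in these data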;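 further: 0% = DMSO wells while the 100% control is not disclosed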
Target sequence (O14672 214-748 limits assumed): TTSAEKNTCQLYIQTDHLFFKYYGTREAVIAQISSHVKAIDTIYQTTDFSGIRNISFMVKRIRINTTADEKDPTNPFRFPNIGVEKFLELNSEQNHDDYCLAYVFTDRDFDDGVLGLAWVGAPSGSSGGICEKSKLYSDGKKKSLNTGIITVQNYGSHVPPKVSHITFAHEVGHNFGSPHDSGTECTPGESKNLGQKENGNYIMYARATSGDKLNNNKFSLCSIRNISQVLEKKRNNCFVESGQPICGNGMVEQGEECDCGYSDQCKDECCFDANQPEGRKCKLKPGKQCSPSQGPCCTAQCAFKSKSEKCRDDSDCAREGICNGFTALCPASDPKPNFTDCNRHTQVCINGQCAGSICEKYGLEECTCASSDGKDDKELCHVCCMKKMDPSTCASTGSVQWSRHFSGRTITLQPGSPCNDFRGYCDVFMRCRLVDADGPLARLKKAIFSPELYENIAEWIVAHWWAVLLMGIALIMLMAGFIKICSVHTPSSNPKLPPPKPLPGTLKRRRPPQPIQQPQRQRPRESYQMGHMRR
proKLK7 act – proKLK7 zymogen activators, primary screen, biochemical, fluorescence intensity; Kallikrein-7 (Homo sapiens), P49862; purified proKLK7, EDANS-DABCYL substrate fluorescence; 100% is mature enzyme control, 0% vehicle; activation, % at 7 µM; 370,000 tested, 0.9% active;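 active means activation above the mean of all tested compounds plus 3 SD, computed per campaign excluding outliers beyond control limits, cut at about 13% in these data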
Target sequence (P49862 whole entry, looked up): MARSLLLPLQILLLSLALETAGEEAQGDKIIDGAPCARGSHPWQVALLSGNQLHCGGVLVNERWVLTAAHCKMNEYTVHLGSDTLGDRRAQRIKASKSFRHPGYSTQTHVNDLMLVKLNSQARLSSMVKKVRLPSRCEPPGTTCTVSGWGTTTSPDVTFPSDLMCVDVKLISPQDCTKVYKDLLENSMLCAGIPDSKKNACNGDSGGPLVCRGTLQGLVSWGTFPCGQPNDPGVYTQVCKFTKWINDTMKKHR
GC-A act – GC-A stimulated cGMP production enhancers – HEK293 GC-A cells, cGMP TR-FRET, EC30 ANP, primary screen; 370,000 tested, 0.14% active; AID 1671463, 2021; Atrial natriuretic peptide receptor 1 (Homo sapiens), P16066; activation, % at 10 µM; 0% at EC30 ANP, 100% saturating ANP; in the data active means activation above about 40%
DDE Tn6 FP inh – inhibitors of Tn6 peptide binding to fibrin DD(E), primary screen, biochemical, fluorescence polarization, human fibrin, Tn6 probe; Fibrinogen beta chain (Homo sapiens), P02675; 370,000 tested, 0.21% active; inhibition, % at 8.3 µM; Fibrin DD(E) TRITC-Tn6 fluorescence polarization displacement;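 active means inhibition above a per-campaign cutoff: mean of compounds within control limits plus 3 SD, cut at about 15% in these data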;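 further: 0% = median of all compound wells on the plate and 100% = blocking peptide control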
FXN GAA850 act – FXN promoter activators, primary screen, cell-based, luciferase luminescence, HEK293 lucGAA850; HEK293 lucGAA850 FXN promoter luciferase reporter, 24 h; percent of 10 µM SAHA response; activation, % at 6 µM; 360,000 tested, 0.56% active; AID 540364, 2011;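 active means activation above the average of all compounds screened plus 3 SD, cutoff fixed separately per campaign, cut at about 7.5% in these data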;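 further: 0% = DMSO wells and 100% = 10 µM SAHA wells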
ASAP1 GAP inh – inhibitors of human ASAP1 ArfGAP activity, primary screen, biochemical, fluorescence polarization; Arf-GAP with SH3 domain, ANK repeat and PH domain-containing protein 1 (Homo sapiens), …; ASAP1-stimulated ARF1 GTP hydrolysis, GDP FP detection; inhibition, % at 16.5 µM; 360,000 tested, 0.19% active; AID 624377, 2012; in the data active means inhibition above about 25%;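 further: 0% = vehicle with enzyme and substrate and 100% = no enzyme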
rCAG RNA binder – binders of r(CAG) RNA repeats, primary screen, biochemical, fluorescence; r(CAG) RNA repeat, TO-PRO-1 dye displacement fluorescence; inhibition, % at 3 µM; 370,000 tested, 1.3% active;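 active means inhibition above the plate cutoff, the mean of all test compounds on that plate plus 3 SD, cut at about 35% in these data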;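 further: 0% = DMSO alone and 100% = 100 µM mitoxantrone as full dye displacement; higher means more dye released from RNA so lower well fluorescence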
Numbers without * were called inactive; i = inactive; · = no result given; & = joins results of further samples. Hits appear at their usual frequency; overall some 4.5% were active at least once.

1	CCOC(=O)CSc1nnc(Cc2ccccc2)n1-c1ccc(C)cc1
2	CCCCCN(C(=O)CN1CCC(Cc2ccccc2)CC1)c1c(N)n(CCCC)c(=O)[nH]c1=O
3	Cc1ccc(CNC(=O)C2(C)CCN2C(=O)Cc2ccc(C(C)(C)C)cc2)cc1 (stereo not drawn)
4	O=C(CSc1ccc2nnc(-c3cccc(F)c3)n2n1)NCc1ccco1
5	CC(C)CN1C(=O)NC2(CCCc3ccccc32)C1=O (stereo not drawn)
6	COCCNC(=O)C1(C)CCCN(Cc2c(C)nn(-c3ccccc3)c2C)C1 (stereo not drawn)
7	COc1cc2c3nnc(-c4ccc(F)cc4)c-3cn(Cc3ccccc3)c2cc1OC
8	CC(=O)c1ccc(-n2c(CCC(=O)O)ccc2-c2cccs2)cc1
assay / entry	1	2	3	4	5	6	7	8
GC-B act	-14	-6	-1	-1	1	7	-1	1
ARFGAP1 inh	4	1	0	-10	13	-8	36*	0
sPLA2-III inh	-5	-4	-13	-6	-2	11	-11	-20
ADAM10 inh	2	-3	6	-21	-8	-12	i	2
proKLK7 act	0.0	1.9	-0.5	-0.9	0.1	-0.3	29*	0.3
GC-A act	-6	4	2	-2	4	2	7	0
DDE Tn6 FP inh	8	-3	-2	0	5	-2	-3	-7
FXN GAA850 act	-1.7	2.2	0.9	0.1	-0.1	-0.1	-2.5	-3.6
ASAP1 GAP inh	1	10	11	0	5	6	79*	-25
rCAG RNA binder	-10	-6	1	0	-3	-1	15	5

9	CC(C)Nc1ncnc2ccc(Br)cc12
10	Cn1c(CN2CCOCC2)nnc1SCC(=O)Nc1ccc2c(c1)OCCO2
11	COc1ccc(Cl)cc1NC(=O)[C@@H]1CCCN1C(=O)c1cccs1
12	O=C(N[C@@H]1CCCc2c1cnn2-c1ccc(F)cc1F)c1ccccn1
13	COc1ccc(C(c2nnnn2C(C)(C)C)N2CCN(C(=O)c3ccco3)CC2)cc1 (stereo not drawn)
14	O=S(=O)(c1ccc(Cl)c(C(F)(F)F)c1)N1CCN(c2ccccn2)CC1
15	O=C(NCc1nc2ccccc2[nH]1)C1=C[C@@H](C2CC2)C[C@@H](OCc2ccc(CO)cc2)O1
16	O=[N+]([O-])c1cccnc1Sc1n[nH]c(-c2ccc(Cl)cc2)n1
assay / entry	9	10	11	12	13	14	15	16
GC-B act	8	-4	-5	-3	7	3	2	-3
ARFGAP1 inh	-9	0	0	·	9	-6	4	-1
sPLA2-III inh	6	4	-7	7	11	0	-15	0
ADAM10 inh	1	-7	-11	-2	0	-2	-4	-6
proKLK7 act	-0.3	0.4	-0.1	·	0.3	-0.3	-0.1	-0.1
GC-A act	12	-2	-3	0	2	-2	-1	1
DDE Tn6 FP inh	-3	0	-4	-8	-4	3	2	-8
FXN GAA850 act	-7.3	-2.3	1.2	·	0.2	0.5	-2.4	1.0
ASAP1 GAP inh	-4	11	-8	·	2	-4	6	6
rCAG RNA binder	0	0	0	·	-5	-1	-4	3

17	COc1ccc2c(CC(=O)OCC(=O)Nc3ccc(C)cc3)coc2c1
18	C=Cc1c(C)c2cc3[nH]c(cc4nc(cc5nc(cc1[nH]2)C(C)=C5CCC(=O)O)C(CCC(=O)O)=C4C)c(C)c3C=C
19	Nc1nonc1-n1nnc(C(=O)N/N=C/c2cccs2)c1-c1ccc2c(c1)OCO2
20	CC[C@@]1(C(=O)OC)N[C@H](CN(C)C(=O)Nc2ccc(C)cc2)[C@@H]2C(=O)N(Cc3ccccc3)C(=O)[C@@H]21
21	COc1ccc(CCN2CC(C(=O)OCC(=O)Nc3c(C)nn(-c4ccccc4)c3C)CC2=O)cc1OC (stereo not drawn)
22	COc1ccc(CNC(=O)c2ccc(SC)cc2OC)cc1
23	CCC(C)N1CCCC1C(=O)Nc1c(C)cc(C)cc1C (stereo not drawn)
24	O=C(O)CC(NC(=O)C1c2ccccc2Oc2ccccc21)c1ccc(Cl)cc1 (stereo not drawn)
assay / entry	17	18	19	20	21	22	23	24
GC-B act	0	-22	-2	-4	-1	-2	-2	4
ARFGAP1 inh	1	-78	18	-1	-10	3	-1	-5
sPLA2-III inh	-13	-14	-16	10	8	11	-1	-10
ADAM10 inh	-10	-21	-7	-17	-3	7	0	-2
proKLK7 act	1.1	1.2	-0.3	0.1	0.1	0.4	0.0	-0.1
GC-A act	1	-140	-4	0	-1	-1	3	9
DDE Tn6 FP inh	-8	31*	-3	7	5	1	9	3
FXN GAA850 act	-0.8	-0.5&2.8	-2.4	15*	-0.4	0.9	-3.8	1.2
ASAP1 GAP inh	-9	-70	4	-4	5	-3	-1	-8
rCAG RNA binder	10	90*	10	1	-3	-5	-2	39*

25	O=C(NNc1nc2cc3c(cc2s1)OCCO3)c1ccccc1
26	CC1CCC(NC(=O)C2CC(=O)N(c3ccc4c(c3)OCCO4)C2)CC1 (stereo not drawn)
27	O=C(CC(CC(=O)c1ccccc1)c1ccccn1)c1ccccc1
28	C#CCN(C[C@@H]1[C@@H](OC(=O)NC2CC2)[C@@H](OC(=O)NC2CC2)CN(C(=O)OC(C)C)N1C(=O)OC(C)C)S(=O)(=O)c1ccc(C)cc1
29	c1ccc2c(c1)CCCN2c1nc2ccccc2n2cnnc12
30	COc1ccc2ccc3ccc(OC)c(OC(C)=O)c3c2c1
31	N/C(CSc1nc(-c2ccccc2)c(-c2ccccc2)o1)=N\O
32	O=C(Nc1ccc([N+](=O)[O-])cc1)Nn1cnnc1
assay / entry	25	26	27	28	29	30	31	32
GC-B act	3	-6	2	2	2	-2	0	0
ARFGAP1 inh	-2	-1	10	-5	12	-1	-10	-8
sPLA2-III inh	15	3	6	-9	-1	-9	-8	1
ADAM10 inh	-2	-9	-13	4	-1	-57	-34	6
proKLK7 act	0.6	0.3	0.2	1.0	0.3	0.5	-4.7	0.0
GC-A act	2	-1	-3	-4	-5	-1	-6	0
DDE Tn6 FP inh	3	-2	2	9	3	-14	-2	1
FXN GAA850 act	3.5	2.7	0.5	-1.3	1.4	1.2	3.4	1.9
ASAP1 GAP inh	-5	-3	4	-7	12	-16	15	13
rCAG RNA binder	7	-3	1	1	4	5	3	4

Entries of single compounds from above. Order of screens: GC-B act	ARFGAP1 inh	sPLA2-III inh	ADAM10 inh	proKLK7 act	GC-A act	DDE Tn6 FP inh	FXN GAA850 act	ASAP1 GAP inh	rCAG RNA binder
C#CCN(C[C@@H]1[C@@H](OC(=O)NC2CC2)[C@@H](OC(=O)NC2CC2)CN(C(=O)OC(C)C)N1C(=O)OC(C)C)S(=O)(=O)c1ccc(C)cc1 across the screens: 2	-5	-9	4	1.0	-4	9	-1.3	-7	1
c1ccc2c(c1)CCCN2c1nc2ccccc2n2cnnc12 across the screens: 2	12	-1	-1	0.3	-5	3	1.4	12	4
O=C(CC(CC(=O)c1ccccc1)c1ccccn1)c1ccccc1 across the screens: 2	10	6	-13	0.2	-3	2	0.5	4	1
O=C(NNc1nc2cc3c(cc2s1)OCCO3)c1ccccc1 across the screens: 3	-2	15	-2	0.6	2	3	3.5	-5	7
N/C(CSc1nc(-c2ccccc2)c(-c2ccccc2)o1)=N\O across the screens: 0	-10	-8	-34	-4.7	-6	-2	3.4	15	3

Next section.
33	CC(C)C[C@@H]1COc2cccc(NC3CC3)c2S(=O)(=O)N1
34	Cc1cc(C)c(NC(=O)C2CCCO2)c(C)c1 (stereo not drawn)
35	Cc1cc([N+](=O)[O-])ccc1NC(=O)c1cccc(NC(=O)C(C)C)c1
36	Cc1ccc(C(=O)N2CCN(C(=O)CN3CCOCC3)C2)cc1
37	Cc1ccc(C(=O)NC(C)c2ccc(C)c(C)c2)s1 (stereo not drawn)
38	CC(=O)c1cccc(NC(=O)CN2CCc3cc4c(cc3C2C)OCCCO4)c1 (stereo not drawn)
39	Cn1c(=O)c2c(-c3ccccc3)n(CCCN3CCOCC3)cc2n(C)c1=O
40	OC(c1nc2ccccc2[nH]1)C(O)c1nc2ccccc2[nH]1 (stereo not drawn)
assay / entry	33	34	35	36	37	38	39	40
GC-B act	-2	6	0	6	0	3	3	-6
ARFGAP1 inh	14	-3	5	0	4	4	1	5
sPLA2-III inh	-5	1	-3	2	2	1	3	-4
ADAM10 inh	-6	-4	-2	3	5	-21	-3	-7
proKLK7 act	-0.3	0.7	0.1	-0.5	0.3	2.0	-0.1	-0.6
GC-A act	2	6	-2	2	5	2	2	0
DDE Tn6 FP inh	-7	3	-4	-3	-6	6	-6	-3
FXN GAA850 act	·	0.6	3.8	-2.8	-1.3	-0.4	0.6	0.8
ASAP1 GAP inh	7	-10	3	0	13	10	5	0
rCAG RNA binder	2	-2	1	2	-2	-7	-3	-2

41	COC(=O)c1cc(S(=O)(=O)N2CCCC(C)C2)c[nH]1 (stereo not drawn)
42	COc1ccc(S(=O)(=O)NCCN2CCOCC2)c(C)c1C
43	COCc1nnc(NC(=O)CSc2ccc(C)cc2)s1
44	O=C(NC(=S)Nc1cccc2cccnc12)c1cccs1
45	O=C(Nc1cccc(-c2nc3ncccc3o2)c1)c1ccco1
46	Cc1c(C(=O)N2CCN(c3ccc(F)cc3)CC2)sc2ncnc(N3CCN(c4ccccn4)CC3)c12
47	COc1ccc(CN(CC2CCCO2)C(=O)c2cc3sccc3n2C)c(OC)c1 (stereo not drawn)
48	COc1ccccc1C(=O)COC(=O)Cn1c(C)csc1=O
49	Cn1cc(CCC(=O)NCc2ccc(Cl)cc2)c2ccccc21
50	O=C(NCc1cccc(CNC(=O)C(=O)NCc2ccco2)c1)C(=O)NCc1ccco1
51	Cc1nc(SCC(=O)N2CCN(C(=O)c3cccs3)CC2)c2c(C)c(C)sc2n1
assay / entry	41	42	43	44	45	46	47	48	49	50	51
GC-B act	1	4	8	5	8	0	0	-4	2	3	0
ARFGAP1 inh	17	13	-8	-2	5	-3	-6	-19	1	-2	2
sPLA2-III inh	-3	13	2	9	2	-1	-2	4	17	8	9
ADAM10 inh	5	-11	3	-2	-9	11	7	-9	3	-5	0
proKLK7 act	0.3	-0.2	-0.5	0.1	0.4	0.2	-0.9	0.2	0.3	-0.3	-0.7
GC-A act	7	-2	2	6	-6	-8	-16	1	-8	4	2
DDE Tn6 FP inh	5	-3	6	5	-3	-1	-4	3	-3	-3	2
FXN GAA850 act	0.5	1.9	-0.6	3.6	0.7	-2.4	1.0	1.1	-0.3	-1.0	-1.8
ASAP1 GAP inh	-1	0	-4	3	0	5	10	1	-3	6	7
rCAG RNA binder	0	2	-1	2	3	6	-7	-1	-3	10	-5
